PNC inhibitor: inhibitors of perinucleolar compartment assembly. PC3M PTB-GFP, PNC prevalence imaging, 16 h; hits give low values. activity change (PNC), negative = inhibition, % at 10 µM. 140,000 compounds, 3.1% hits;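 active = readout at or below -70, meaning at least 70% loss of cells showing the perinucleolar compartment, a nuclear body marking cancer cells; inconclusive = readout between -30 and a set limit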;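 note: plate controls were DMSO wells for no effect and camptothecin positive control wells for full effect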
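PC3M cells stably expressing PTB-GFP, 750–1000 cells/well, treated 16 h at 37 °C with compound (23 nl of library stock), in duplicate. After paraformaldehyde fixation and Hoechst stain, imaged at 20x; PNC prevalence scored by image analysis.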
12-hLO inh: blocks human 12-lipoxygenase activity; P18054; purified 12-hLO, xylenol orange hydroperoxide absorbance; Potency, µM (highest dose often 57.1 µM), inactives show top-dose activity change, negative = inhibition, actives largely listed as inhibitors; 150,000 compounds, 0.12% hits; note: potency is the fitted concentration of half-maximal effect; nearly all actives have a fitted effect of over 55% in size; many of its hits are not listed in these tables
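150 nM 12hLO, 25 mM Hepes pH 7.0 + 0.01% Triton X-100; cpd preinc 15 min RT; 40 uM arachidonic acid, 30 min RT; Fe-XO 30 min; A573/A405 ratio as read-out.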
IMPase cell inh: IMPase inhibition in cells; 120,000 tested, under 10 active; inhibition (IP1 accumulation), % at 46.1 µM; P97697; CHO-M1 cells, IP1 accumulation, HTRF TR-FRET ratio; active = well fitted curve in the direction sought with a large enough effect in the signal ratio, not every such curve was filed as active; inconclusive = small, poorly fitted or top-dose-only effect, or a change in a side signal; inactive = no such curve, though single readings can be large or run the other way; the % refers to the signal ratio;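 note: cells stimulated with carbachol in lithium chloride buffer; plate controls were DMSO basal wells for no effect and reference inhibitor wells for full effect; higher means more IMPase inhibition seen as more IP1 and lower FRET ratio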
Target sequence (P97697 whole entry, looked up): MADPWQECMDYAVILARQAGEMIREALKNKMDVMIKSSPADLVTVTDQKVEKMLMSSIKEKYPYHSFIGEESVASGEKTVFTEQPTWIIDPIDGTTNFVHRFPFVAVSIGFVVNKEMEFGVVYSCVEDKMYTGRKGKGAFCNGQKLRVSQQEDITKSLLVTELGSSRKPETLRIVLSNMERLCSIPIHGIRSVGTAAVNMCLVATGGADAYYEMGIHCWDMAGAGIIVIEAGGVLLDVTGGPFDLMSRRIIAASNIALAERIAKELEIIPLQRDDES
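Cellular IMPase inhibition is scored as a rise in cytosolic IP1, detected by competitive TR-FRET between d2-labelled IP1 and a europium anti-IP1 antibody. M1-expressing CHO cells were stimulated with carbachol for 30 min at 37C, with lithium (50 mM LiCl) present in the buffer.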
15-hLO-2 inh: 15-hLO-2 (ALOX15B) enzyme inhibition; AID 881; Potency, µM (highest dose often 57.1 µM), for inactives: top-dose activity change, negative = inhibition, usual class: inhibitors; purified 15hLO-2, xylenol orange hydroperoxide absorbance; 110,000 compounds, 0.56% hits; note: potency is the fitted concentration of half-maximal effect; nearly all actives have a fitted effect of over 60% in size; many of its hits are not listed in these tables
Target sequence (O15296 whole entry, looked up): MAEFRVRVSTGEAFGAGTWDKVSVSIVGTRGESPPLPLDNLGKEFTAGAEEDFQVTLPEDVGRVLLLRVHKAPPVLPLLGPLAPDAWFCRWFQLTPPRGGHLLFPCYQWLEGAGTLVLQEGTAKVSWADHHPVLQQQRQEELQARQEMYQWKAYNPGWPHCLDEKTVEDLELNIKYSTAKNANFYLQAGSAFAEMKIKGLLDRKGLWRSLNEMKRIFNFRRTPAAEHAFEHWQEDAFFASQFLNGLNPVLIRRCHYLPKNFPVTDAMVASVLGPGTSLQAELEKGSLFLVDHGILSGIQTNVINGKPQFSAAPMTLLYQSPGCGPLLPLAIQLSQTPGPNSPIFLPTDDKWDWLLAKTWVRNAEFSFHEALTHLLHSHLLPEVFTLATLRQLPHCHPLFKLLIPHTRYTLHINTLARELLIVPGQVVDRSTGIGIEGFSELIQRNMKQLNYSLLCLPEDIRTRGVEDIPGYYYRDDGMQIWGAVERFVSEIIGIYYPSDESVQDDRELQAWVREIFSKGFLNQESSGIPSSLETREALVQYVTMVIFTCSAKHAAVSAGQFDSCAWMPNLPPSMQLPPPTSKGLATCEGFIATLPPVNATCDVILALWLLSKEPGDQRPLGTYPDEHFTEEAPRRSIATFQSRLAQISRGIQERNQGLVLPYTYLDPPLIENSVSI
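Purified human 15hLO-2 (50 nM final) preincubated with compounds 15 min at room temperature in 25 mM Hepes pH 7.5, 0.01% Triton X-100, then 45 uM arachidonic acid added for 90 min; hydroperoxide detected via ferrous/xylenol orange, 573/405 nm absorbance ratio.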
Numbers without * were called inactive; ? = inconclusive; · = no result given; & = joins results of further samples; [ ] = another dose, or the depositor's remark. Unless noted, calls come from the whole dose curve; as a rule, active = well fitted curve in the direction sought with a large enough effect; inconclusive = small, poorly fitted or top-dose-only effect, or another doubt; inactive = no such curve, though single readings can be large; an effect the other way counts as inactive or inconclusive. Unless noted, % is set by controls: 0 for no effect and ±100 for the full control effect. An excerpt (hit frequency here may not be typical).

SMILES	PNC inhibitor	12-hLO inh	IMPase cell inh	15-hLO-2 inh
CN(NC(=O)c1cccc(Cl)c1)c1nc(-c2ccccc2)nnc1C(F)(F)F	3.4	-1.9%	7.6	6.0%
COC(=O)c1ccc(S(=O)(=O)NCCSc2nnc3c4ccccc4n(C)c3n2)cc1	15.7	-4.9%	4.7	1.0%
COc1ccc(/C=N/N2C(=O)c3ccccc3C2=O)cc1	?	1.8%	·	·
c1ccc(C(Cc2nc(-c3ccccn3)no2)c2ccccc2)cc1	29.0	-7.6%	6.2	17.4%
Clc1ccc(CSc2ncccn2)cc1	?	-2.1%	2.9	-0.6%
O=C(CCN1C(=O)C2CC=C(Cl)CC2C1=O)NCc1ccco1 (stereo not given)	36.9	-3.7%	8.2	-0.6%
S=C(Nc1ccc(Cl)c(Cl)c1)N1CCOCC1	-19.2	2.5%	·	·
Cc1nc(Sc2nnnn2-c2ccccc2)c(C#N)c(C)c1C	33.7	3.2%	-2.6	0.5%
Cc1ccc(C)c(S(=O)(=O)Nc2ccccc2C(=O)Nc2cc(C)on2)c1	-8.9	-4.9%	5.7	?
Cn1c(SCC(N)=O)nnc1-c1ccccc1	38.7	5.4%	-6.7	-6.0%
O=[N+]([O-])c1ccccc1/C=N/NC1=NCCCCC1	53.7	0.9%	?	·
O=S(=O)(CC12C3C4C5C1C2C(Br)(C43)C51OCCO1)c1ccccc1 (stereo not given)	5.5	-3.9%	·	·
O=C(Nc1ccc(OC(F)F)c(Cl)c1)C(c1ccccc1)c1ccccc1	?	1.8%	7.5	·
O=C(NCC(c1cccs1)N1CCOCC1)c1ccccc1NS(=O)(=O)c1ccc(Cl)c([N+](=O)[O-])c1 (stereo not given)	18.0	-0.4%	?	·
C=C1CC(C(=O)N/N=C/c2ccc(O)cc2)C1	58.8	0.3%	·	·
O=C(O)c1ccc(Cl)c2c1C1C=CCC1C(c1ccccn1)N2 (stereo not given)	?	-21.9%	-17.5	6.8%
Cc1ccc(Nc2ccc(C(N)=O)cc2[N+](=O)[O-])cc1C	67.4	2.4%	·	·
Cc1ccc(-c2nc(CSCC(=O)N3CCN(C(=O)c4ccco4)CC3)c(C)o2)cc1	12.8	-2.9%	5.4	-1.5%
Cc1ccc(NC(=O)Cn2cccc2)c(C)c1	28.1	8.6%	-1.5	1.2%
CCOc1cccc(OCCOc2ccc(C(=O)c3ccccc3)cc2)c1	-8.7	-1.3%	·	·
O=C(Nc1ccc(Br)cc1)c1ccco1	0.5	-9.9%	-1.1	-2.6%
CCCOc1ccc(CC(CC(=O)O)(C(=O)O)C(=O)O)cc1	?	-2.8%	2.6	4.4%
O=C(NCc1ccncc1)c1cccc(F)c1	?	2.1%	14.5	0.5%
CCn1c(C(O)c2ccccc2)nc2ccccc21 (stereo not given)	-1.5	-2.4%	4.7	13.2%
CCc1cccc(NS(=O)(=O)c2c(C)n[nH]c2C)c1	-100.0*	1.1%	4.3	·

Quoted at random: two entries already listed
SMILES	PNC inhibitor	12-hLO inh	IMPase cell inh	15-hLO-2 inh
CCCOc1ccc(CC(CC(=O)O)(C(=O)O)C(=O)O)cc1	?	-2.8%	2.6	4.4%
Cc1ccc(-c2nc(CSCC(=O)N3CCN(C(=O)c4ccco4)CC3)c(C)o2)cc1	12.8	-2.9%	5.4	-1.5%

(cont.)
SMILES	PNC inhibitor	12-hLO inh	IMPase cell inh	15-hLO-2 inh
CCCC(=O)Nc1ccc(Br)cn1	16.4	12.9%	5.1	0.4%
O=C(COC(=O)CCC(=O)c1ccc(Cl)cc1)NCC1CCCO1 (stereo not given)	2.8	-4.7%	9.1	-10.4%
Cc1c(C(=O)N2CCCc3ccccc32)oc2ccc(S(=O)(=O)N3CCOCC3)cc12	23.0	-3.5%	16.1	-9.7%
Cc1ccc(-c2cc(C(=O)NCc3cccs3)no2)cc1	20.2	3.8%	17.5	-3.7%
O=C(NC1CCCCC1)C1CC(=O)N(c2ccc(Cl)cc2)C1 (stereo not given)	9.7	-2.2%	-0.1	-0.2%
COCCCNC(=O)C1CC(=O)N(c2ccc(C)cc2)C1 (stereo not given)	-7.8	-4.5%	-8.6	3.6%
O=C(Nc1ccccc1)c1cc([N+](=O)[O-])ccc1Cl	·	2.4%	3.2	12.3%
CC12CS(=O)(=O)CC1SC(=S)N2c1ccccn1 (stereo not given)	?	4.9%	11.2	-10.4%
O=C(Cn1ncc(Cl)c(Cl)c1=O)c1ccc(Cl)cc1	-9.7	-4.7%	·	·
Cc1ccccc1-n1c(SCc2c(C)noc2C)nnc1-c1ccncc1	-83.1*	2.7%	9.6	1.6%
COc1ccc(CN2C(=O)/C(=C/c3ccncc3)SC2=S)cc1	?	4.5%	·	·
Cc1cc(/C=N/n2cnnc2)c(C)n1-c1cc(Cl)ccc1Cl	-10.9	-3.4%	7.7	4.2%
Cc1ccccc1S(=O)(=O)Cc1ccc(C(=O)NC(C)c2ccc3c(c2)OCCO3)o1 (stereo not given)	0.9	-8.1%	10.0	5.7%
O=c1[nH]c2ccc(Cl)cc2c(O)c1-c1ccccc1	?	-0.1%	-19.0	-15.9%
CCCCCCNC(=O)c1c(O)c2ccccc2[nH]c1=O	-29.2	-16.2%	1.4	-12.0%
Cn1c(=S)[nH]c2cccnc21	?	4.0%	1.4	7.6%
Cc1cc(C)n(C(=O)CN2C(=O)c3ccccc3C2=O)n1	17.4	3.9%	-4.8	3.6%
CCOC(=O)c1sc(C)c(C(=O)NC2CCCCC2)c1N	-23.0	-3.3%	?	-4.9%
O=C(NCCn1ccc2ccccc21)C1CCCCC1	?	1.3%	-10.7	·
O=c1cc(CSc2nc3cc(Cl)ccc3o2)nc2sccn12	60.9	0.5%	7.2	6.1%
CC(=O)OC1CC2C(C)(C)CCC(=O)[C@@]2(C)C2CC[C@@]3(C)C(c4ccoc4)OC(=O)C4OC43[C@]12C (stereo not given in full)	·	-0.8%	·	-4.5%
CCOC(=O)Cc1csc(NC(=S)NC(=O)c2ccccc2C)n1	96.0	0.2%	1.6	·
CC(Sc1nnc(NC(=O)c2cc3ccccc3oc2=O)s1)c1ccccc1 (stereo not given)	?	6.3%	10.5	-2.8%
CCOC(=O)Cc1csc(/N=C/c2c(O)n(-c3ccc(C)cc3C)c(=O)c3ccccc23)n1	79.9	-0.8%	·	·
O=C(NNS(=O)(=O)c1ccccc1)c1ccncc1	14.1	2.0%	-7.0	4.1%

(more compounds)
SMILES	PNC inhibitor	12-hLO inh	IMPase cell inh	15-hLO-2 inh
CCOC(=O)C(NC(=O)CC)(Nc1ccc(S(=O)(=O)Nc2onc(C)c2C)cc1)C(F)(F)F (stereo not given)	6.0	0.7%	0.0	-2.1%
COc1cccc(-c2c(NC(=O)c3ccco3)n(-c3ccc(C)cc3)nc(C)c2=O)c1	24.5	-4.2%	7.3	-1.8%
OCCN1CCN(CCCN2c3ccccc3C=Cc3ccccc32)CC1	·	12.4%&-1.1%	18.5&13.1	32.5%&21.6%[activator]
Cc1ccc(NC(=O)CN(C)Cc2nc3ccccc3c(=O)[nH]2)c(Br)c1	-29.1	-7.0%	-8.0	28.4%
CNc1nc2[nH]c(=O)c3c(c2s1)OC(N)=C(C#N)C3c1cccc(F)c1 (stereo not given)	-12.9	-14.2%	4.8	-11.2%
CCOc1cc(C(=O)Nc2ccc3c4c(cccc24)C(=O)N3CC)cc(OCC)c1OCC	18.5	-11.3%	6.9	1.9%
COC(=O)C1=C(C)NC(C)=C(C(=O)OCCNCc2ccccc2)C1c1cccc([N+](=O)[O-])c1 (stereo not given)	·	1.1%[0.00818 µM]	·	44.6%[activator][0.0915 µM]
O=C(O)CC1C(=O)NCCN1Cc1ccc(F)c(F)c1 (stereo not given)	-1.3	21.0%	-13.8	·
Cc1cc(C)n(CC(=O)N2N=C(C(F)F)CC2(O)C(F)F)n1 (stereo not given)	?	1.4%	·	·
CN1CCc2c(sc3c2C(=O)NC(c2ccc4c(c2)OCO4)N3)C1 (stereo not given)	?	7.1%	12.8	26.8%
C/C=C/c1ccc(OCCCNC)c(OC)c1	-7.4	-9.4%	5.4	15.1%
COc1cc(/C=N/NC(=O)Nc2ccccc2)ccc1OCCOc1ccccc1C	-16.5	1.4%	11.4	-2.4%
COc1cccc(/C=N/NC(=O)c2cc(-c3cccn3C)n[nH]2)c1O	25.4	-6.9%	·	·
O=C(CSc1nc2ccc(Cl)cc2[nH]1)NC1CCCc2ccccc21 (stereo not given)	-20.9	-2.4%	5.6	·
CC(C)Cc1nnc(NC(=O)c2ccncc2)s1	-26.6	-1.0%	-3.6	1.6%
COc1ccc(N2C(=O)/C(=C/c3cccnc3)NC2=S)cc1	-7.8	2.1%	-5.1	·
NC(=O)CSc1nnc(-c2cnccn2)n1-c1ccccc1	11.8	2.8%	-4.2	-0.5%
Cc1cc(C)nc(SCC(=O)Nc2ncc(Cc3ccc(Cl)c(Cl)c3)s2)n1	-113.4*	2.8%	·	·
CCc1c(C)sc2nc(C(C)C)nc(SCC(=O)N3CCc4ccccc4C3)c12	?	5.7%	4.6[1.84 µM]	3.8%[11.4 µM]
Cc1ccc(C)n1-c1ccc(-n2cnnn2)cc1	21.9	-4.8%	-3.9	0.5%
CC(C)=CCCC(C)CCO (stereo not given)	·	-3.9%	0.7	7.6%
CCOC(=O)C1C(=O)C=C(c2ccc(C)cc2)CC1c1ccc([N+](=O)[O-])cc1 (stereo not given)	1.0	-0.8%	2.6	·
Cc1nn(-c2cc(N3CCCC3)ccc2[N+](=O)[O-])c(=O)c2ccccc12	-6.1	-6.4%	-10.5	-15.2%
O=C(O)c1c(-c2c3ccc(=O)cc-3oc3cc(O)ccc23)cc2ccccc2c1-c1ccccc1	·	9.8%[11.4 µM]	·	-8.9%[11.4 µM]
Cc1cc(N2CCOCC2)nc2ccc(NC(=O)CCC(=O)N3CCCCC3)cc12	27.9	-0.9%	?	2.2%

Full records as entered above. Order of values: PNC inhibitor	12-hLO inh	IMPase cell inh	15-hLO-2 inh
C/C=C/c1ccc(OCCCNC)c(OC)c1 as listed: -7.4	-9.4%	5.4	15.1%
O=C(CSc1nc2ccc(Cl)cc2[nH]1)NC1CCCc2ccccc21 (stereo not given) as listed: -20.9	-2.4%	5.6	·
CNc1nc2[nH]c(=O)c3c(c2s1)OC(N)=C(C#N)C3c1cccc(F)c1 (stereo not given) as listed: -12.9	-14.2%	4.8	-11.2%
O=C(O)c1c(-c2c3ccc(=O)cc-3oc3cc(O)ccc23)cc2ccccc2c1-c1ccccc1 as listed: ·	9.8%[11.4 µM]	·	-8.9%[11.4 µM]
Cc1cc(N2CCOCC2)nc2ccc(NC(=O)CCC(=O)N3CCCCC3)cc12 as listed: 27.9	-0.9%	?	2.2%

Continued:
SMILES	PNC inhibitor	12-hLO inh	IMPase cell inh	15-hLO-2 inh
CC(C)C(=O)Nc1nnc(SCC(=O)N2c3ccccc3CC2C)s1 (stereo not given)	0.2	2.6%	2.6	0.0%
COc1ccc(-c2cc(C(F)(F)F)n3nc(C(=O)NCc4ccco4)cc3n2)cc1	-113.7*	-4.5%	-5.5	-10.5%
CC(C)CC1NC(=O)C(CCCN)NC(=O)C(C(C)C)NC(=O)C2CCCN2C(=O)C(Cc2ccccc2)NC(=O)C(CC(C)C)NC(=O)C(CCCN)NC(=O)C(C(C)C)NC(=O)C2CCCN2C(=O)C(Cc2ccccc2)NC1=O (stereo not given)	·	-4.3%	·	18.3%
CCn1c(CSCc2ccc(F)cc2)nnc1SCC(=O)NCc1ccccc1	-7.5	6.2%	4.9	6.4%
COc1ccc(C(=O)NCc2nnc(SCC(=O)N3CCc4ccccc43)n2CCc2ccccc2)cc1	8.9	1.6%	2.8	·
C=CCNC(=O)CCCOc1cccc(C)c1	-20.9	-0.1%	-2.6	-11.5%
CCN(CC)c1ccc(C=C2C(=O)OC(C)(C(C)(C)C)OC2=O)cc1 (stereo not given)	95.8	2.5%	-0.3	2.0%
CC(C)CCNc1nc(N)c([N+](=O)[O-])c(NCC2CCCO2)n1 (stereo not given)	45.6	-7.0%	·	·

Source: PubChem
